PvdQ inh = P. aeruginosa PvdQ acylase inhibition; purified PvdQ acylase, fluorescence plate reader; inhibition, % at 10 µM; 340,000 tested, 0.063% active; in the data active = inhibition above about 30%, passing the limit was not always enough;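 also: 0% = vehicle neutral wells and 100% = reference inhibitor wells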
HTR5A ag ctr = activates human HTR5A in OPRM1-OPRD1 agonist counter-screen; 340,000 tested, 0.61% active; P47898; AID 504692; HTR5A agonist assay, luminescence, cell-based; activation, % at 9.3 µM; in the data active = activation mostly above about 9.5%, no sharp cut-off; inactive = mostly below about 7.6%;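 also: 0% = cells with vehicle only and 100% = reference agonist; strong numbers were not always called active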
Target sequence (P47898 whole entry, looked up): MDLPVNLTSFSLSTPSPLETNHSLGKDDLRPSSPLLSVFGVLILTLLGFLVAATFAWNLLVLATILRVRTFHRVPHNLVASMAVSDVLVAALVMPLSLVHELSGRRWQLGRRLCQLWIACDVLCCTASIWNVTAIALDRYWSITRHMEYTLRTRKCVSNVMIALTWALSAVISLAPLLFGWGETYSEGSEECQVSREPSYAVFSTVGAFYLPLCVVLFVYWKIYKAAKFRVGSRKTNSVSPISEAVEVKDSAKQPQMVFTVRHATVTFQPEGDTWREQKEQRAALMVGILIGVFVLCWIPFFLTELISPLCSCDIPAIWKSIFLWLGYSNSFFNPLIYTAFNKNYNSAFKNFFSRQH
MITF act = increases MITF-driven TRPM1 promoter luciferase signal; activation, % at 12.5 µM; 300,000 tested, 0.75% active; SK-MEL-5 TRPM1-promoter luciferase, 24 h; % of positive control, neutral wells = 0;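 active = mean activation of at least 80% with every replicate also reaching 80%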;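 also: 0% = neutral control wells and 100% = parthenolide positive control wells; values of inactives mirror those of a sister screen read the other way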
HTR5A inv ag = HTR5A inverse agonism, opioid heterodimer counter-screen; P47898; HTR5A cell line, luminescence; inhibition, % at 9.3 µM; 340,000 tested, 0.083% active; AID 504634; in the data active = inhibition mostly above about 23%, no sharp cut-off; inactive = mostly below about 18%;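 also: 0% = cells with DMSO and 100% = no-cell wells with DMSO; some compounds called inactive have numbers as strong as hits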
NSD2 inh = inhibitors of human histone methyltransferase NSD2; NSD2 peptide methylation, AlphaScreen, 120 min; inhibition, % at 12.5 µM; 310,000 tested, 0.54% active; AID 743445; in the data active = inhibition above about 50%
SR-BI DiI inh = blocks mouse SR-BI lipid uptake from DiI-HDL. Q61009. ldlA[mSR-BI] CHO cells, DiI-HDL uptake fluorescence, 3 h. inhibition, % at 12.5 µM. 320,000 tested, 0.96% active. AID 488896;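 active = mean replicate inhibition of at least 70% and a set share of replicates each scoring 70 or more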;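 also: 0% = median of neutral control wells and 100% = median of positive control wells; values of inactives mirror those of a sister screen read the other way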
Wnt act = activates Wnt/beta-catenin signaling in a reporter cell assay | activator, plate reader | activation, % at 9.35 µM | 300,000 tested, 1.2% active | AID 743398; in the data active = activation above about 30%, passing the limit was not always enough;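 also: 0% = neutral control wells and 100% = positive control wells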
V-ATPase pH = regulators of yeast V-ATPase proton transport; S. cerevisiae, pHLuorin cytosolic pH fluorescence; AID 504577; 350,000 tested, 0.37% active; response, % at 10 µM; in the data active = response mostly above about 7.3%, no sharp cut-off; inactive = mostly below about 5.4%; also: actives read high; inactives centre near 0; some compounds called inactive have numbers as strong as hits; reference of the scale not given here
CDK5 inh = blocks human CDK5/p35 kinase activity; Q00535+Q15078; 330,000 tested, 0.01% active; inhibition, % at 10 µM; Recombinant CDK5/p35, ADP-Glo luminescence, 60 min;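 active = highest replicate inhibition of at least 50% and at least 75% of replicates reaching 50%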;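 also: plate controls were DMSO neutral control for no effect and GW8510 at 10 µM for full effect; many of its hits are not listed in these tables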
dFosB act = mouse delta FosB homodimer activation. P13346. purified delta FosB, TAMRA-CDK5 oligo fluorescence polarization; percent of positive-control signal above neutral wells. activation, % at 25 µM. 340,000 tested, 0.99% active. AID 493131;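 active = mean activation above about 17%, with every replicate also reaching it, limit read from the data, passing the limit was not always enough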;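 also: fluorescence polarization rise as delta FosB binds a TAMRA Cdk5 AP-1 oligo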
Target sequence (P13346 whole entry, looked up): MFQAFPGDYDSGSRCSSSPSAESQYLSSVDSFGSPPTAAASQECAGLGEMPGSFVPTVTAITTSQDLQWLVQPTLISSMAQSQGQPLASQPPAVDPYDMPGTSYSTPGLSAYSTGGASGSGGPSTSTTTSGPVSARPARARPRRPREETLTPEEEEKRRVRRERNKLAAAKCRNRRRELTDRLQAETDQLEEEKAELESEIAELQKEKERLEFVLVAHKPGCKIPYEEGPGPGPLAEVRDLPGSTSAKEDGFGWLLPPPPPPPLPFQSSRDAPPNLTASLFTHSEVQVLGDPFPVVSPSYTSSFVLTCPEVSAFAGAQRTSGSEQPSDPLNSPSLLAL
The depositor's hits bear a star; . = no result given. Hits appear at their usual frequency; 5% or so of the library scored in one or more.

SMILES | PvdQ inh | HTR5A ag ctr | MITF act | HTR5A inv ag | NSD2 inh | SR-BI DiI inh | Wnt act | V-ATPase pH | CDK5 inh | dFosB act
CCOC(=O)[C@H]1[C@H]2COc3ccc(OC)cc3[C@@H]2N2C(=O)CN(Cc3ccccc3)C(=O)[C@@]12C | -24 | 1 | -4 | -8 | . | -13 | -1 | 5 | -4.2 | -14
COc1ccc(-c2sc3ccc(OC)cc3c2-c2ccc(OC)nc2)cc1 | 16 | 2 | -5 | -17 | . | 75* | -5 | 0 | 2.0 | 4
CC(C)c1ccc(/C=N/NC(=O)CC(=O)NC2CCCCC2)cc1 | -11 | -1 | -17 | 4 | . | -35 | -3 | 3 | -0.4 | -11
COc1cc(CCNc2ccc3nnc(-c4ccccc4)n3n2)cc(OC)c1OC | 3 | 17* | . | -51 | . | -18 | 10 | -2 | -0.7 | -4
c1ccc(Cn2ccc(-c3cnc(-c4ccccc4)s3)n2)cc1 | -40 | -6 | 46 | 15 | -2 | 12 | . | -4 | -0.8 | -14
Cn1nc(CC(=O)N2CCN(c3ccccc3)CC2)c2ccccc2c1=O | 1 | 3 | . | 5 | -7 | -6 | 4 | 4 | -1.8 | -8
CCCCN1C2=NCCCN2c2cc(C)c(C)cc21 | -9 | -6 | . | 16 | 3 | 8 | -1 | 2 | -1.2 | -1
O=C(Oc1cccnc1)c1cc(S(=O)(=O)N2CCCCC2)ccc1Cl | 2 | 2 | . | -3 | 0 | -14 | . | 1 | 1.3 | -4
O=C(CCCc1ccccc1)Nc1cccc([N+](=O)[O-])c1 | 1 | -3 | . | -10 | . | -22 | 10 | 1 | -0.3 | -4
Cc1ccc(/C=c2/sc3nnc(-c4ccccc4Cl)n3c2=O)o1 | 1 | 0 | -3 | 0 | 8 | 0 | 1 | 3 | 1.5 | -3
COc1ccc(OC)c(CNC(=O)CCCc2cn(C)c3ccccc23)c1 | -7 | -6 | . | 18 | . | 17 | -1 | 3 | -0.5 | -14
O=C(Nc1ccc(F)cc1)C1CCN(c2ncnc3c2nc2n3CCCCC2)CC1 | -6 | 1 | -4 | 0 | -4 | 32 | -3 | 0 | -1.2 | 48*
CNC(=S)n1cnc(N)n1 | -9 | 1 | 7 | -6 | -10 | . | 2 | 0 | 1.6 | 2
COc1ccc(-c2cc(C(=O)Nc3ccccc3O)c3ccccc3n2)cc1OC | 6 | 0 | 4 | -1 | -1 | 30 | 0 | 0 | 0.6 | -12
Nc1nnnn1/N=C/c1cc(Cl)cc(Cl)c1OCc1ccc(Cl)cc1Cl | -3 | 6 | -1 | -16 | 0 | 11 | . | 4 | 0.3 | 1
Cc1cn([C@H]2C[C@H](O)[C@@H](CCC(=O)NC(c3ccccc3)c3ccccc3)O2)c(=O)[nH]c1=O | -21 | -1 | 4 | 3 | . | -2 | 0 | 2 | 0.3 | 1
O=C(NCCCCNC(=O)c1ccc(Br)s1)c1ccc(Br)s1 | -17 | 7 | 12 | -19 | 16 | 3 | . | -8 | 3.5 | 5
CSc1ncnc2ncn(C)c12 | -7 | 1 | 9 | -2 | 1 | -15 | -5 | -2 | 0.9 | 7
CCNC(=S)NNC(=O)c1csc2ccccc12 | -4 | -3 | 9 | -15 | 0 | -3 | . | 2 | -3.2 | -1
CCN1CCCC1CN(Cc1cc2ccc(C)cc2[nH]c1=O)C(=S)Nc1ccccc1OC (stereo not given) | -12 | -2 | 10 | 7 | 6 | -14 | -1 | 1 | 0.0 | -2
CCOc1ccc(C(=O)Nc2ccc(S(=O)(=O)NCC3CCCO3)cc2)cc1OCC (stereo not given) | -1 | 3 | -1 | -8 | -2 | 82* | -1 | 0 | 0.2 | -4
O=c1oc2c3c4c(cc2s1)CCCN4CCC3 | -7 | -1 | . | -9 | 22 | -3 | . | -2 | 0.8 | -6
COc1ccc(NC(=O)CSc2nnc(-c3ccccc3C)n2N)cc1OC | -12 | 2 | -1 | -6 | -2 | 1 | -5 | 2 | -3.3 | 0
O=C(NCc1cccnc1)Nc1cccc(Cl)c1Cl | 6 | 2 | 0 | -13 | -3 | -13 | 3 | -1 | -1.3 | -3
COc1cc(C#Cc2c(-c3cncn3C)n(C)c3ccc(-c4cnc(OC)nc4)cc23)cc(OC)c1 | -10 | 12* | -14 | -44 | . | -5 | 4 | -1 | 0.2 | -3
COc1ccc(OCc2nnc(SCC(=O)N3CCCCC3)o2)cc1 | -6 | -4 | 4 | 10 | 0 | -8 | 1 | 0 | -0.6 | -2
O=C(NC1CCCCCCC1)C1CCN(c2nc3ccccc3o2)CC1 | -1 | 4 | -11 | 3 | 5 | 26 | . | -2 | 1.7 | -9
O=C(NCCCN1CCOCC1)/C(=C/c1ccco1)NC(=O)c1ccccc1 | -11 | -2 | 0 | 22 | . | -6 | 0 | 3 | -1.3 | 0
COc1ccccc1Nc1nc(NCCO)nc(N2CCCC2)n1 | 6 | -3 | -4 | -6 | . | -6 | -4 | 12 | 0.8 | 3
CN(C)CCCNCCCNC(=O)/C=N/O | -8 | 3 | -4 | -8 | -4 | 7 | 0 | -1 | -0.6 | 5
O=C(NC(c1ccccc1)c1ccccc1)N1CCOCC1 | -12 | -2 | 1 | 6 | -2 | -11 | -2 | -1 | -0.9 | -3
O=C(OCc1ccccc1)N1CCC2CC1c1c(-c3ccc(C(F)(F)F)cc3)cccc12 (stereo not given) | -13 | 3 | -1 | -11 | . | . | -1 | -1 | -3.6 | 0
Cc1noc(C)c1COc1ccc(C(=O)N2CCC(C(N)=O)CC2)cc1 | -13 | 2 | 5 | -4 | -1 | -37 | 0 | -4 | -0.7 | 1
O=C(Nc1ccc2c(c1)OCCO2)NC1(C(F)(F)F)Oc2ccccc2O1 | -1 | 2 | . | -6 | . | -12 | -8 | 1 | 0.1 | -2
O=C(COc1ccc(C(=O)Nc2ccc(Cl)cc2)cc1)NCc1ccccc1 | -5 | 2 | 4 | -11 | 1 | 42 | -1 | -2 | -0.2 | 6
O=[N+]([O-])c1ccccc1/C=C/C=N/n1c(-c2ccc(Cl)cc2)n[nH]c1=S | -8 | -6 | -13 | -17 | . | -4 | . | -2 | 1.0 | -4
O=C(O)CSCC(=O)NCc1c(Cl)cccc1Oc1ccccc1 | -3 | 4 | . | 29 | -2 | -14 | 0 | -2 | -0.3 | -3
CCN(CC)CCNc1nc(-c2ccc(OC(F)F)cc2)c(C)s1 | -11 | 1 | 5 | -4 | 45 | -4 | -1 | 6 | -1.2 | -8
COc1ccc(NC(=O)CN(C)C(=O)c2cc(C3CC3)nn2-c2ccccc2)cc1 | -8 | 6 | 0 | 13 | 0 | 21 | 1 | -1 | 0.6 | -5
COC(=O)[C@H](CCSC)NC(=O)Nc1ccc(C(C)C)cc1 | -9 | 0 | 8 | -9 | 12 | 14 | . | -1 | 1.1 | 4
Cc1ccc(Sc2ncnc3onc(C)c23)c(C)c1 | -11 | 9 | -14 | 5 | -1 | -16 | -1 | 2 | 0.3 | 2
O=C(NCCC1=CCCCC1)C1CCN(S(=O)(=O)N2CCOCC2)CC1 | -16 | 3 | -1 | -7 | 34 | 5 | . | -4 | -1.1 | 2
Cc1c(NS(=O)(=O)c2cccc(C(=O)N3CCC(C(N)=O)CC3)c2)c(=O)n(-c2ccccc2)n1C | 5 | 1 | 19 | -4 | -2 | -13 | -6 | -3 | 0.2 | -4
O=[N+]([O-])c1cccc(/C=N/Nc2nc(N3CCOCC3)nc(N3CCOCC3)n2)c1 | -12 | -5 | 3 | 14 | -5 | 22 | -1 | 2 | -1.0 | -4
Cc1c(NC(=O)/C=C/c2cn(-c3ccccc3)nc2-c2ccc(F)cc2)c(=O)n(-c2ccccc2)n1C | 6 | 1 | 6 | -2 | 2 | 69 | 0 | -4 | 1.1 | -4
CCOC(=O)c1c(C)[nH]c(N=Nc2ccc(C)cc2C)c1C | 16 | 4 | 61 | -14 | 2 | 35 | 4 | 2 | 0.5 | -7
O=C(CSc1nc2cc(S(=O)(=O)N3CCOCC3)ccc2o1)Nc1c(F)cccc1F | 8 | -2 | -7 | 18 | -5 | 2 | -3 | -1 | 3.0 | -1
CC(C)(CO)CNC(=O)CCc1nnc(CCCc2ccccc2)o1 | 8 | 10 | 24 | -12 | 2 | -15 | 29 | 0 | 0.4 | 0
COc1ccc(C)cc1NC(=O)C1CCN(S(=O)(=O)c2c(C)noc2C)CC1 | -15 | -2 | -22 | -1 | 33 | 30 | -3 | 1 | -1.6 | -9
O=C(Nc1cccc(S(=O)(=O)N2CCCCC2)c1)C1CC(=O)N(Cc2ccco2)C1 (stereo not given) | -8 | 0 | -4 | -9 | 2 | -2 | -3 | -2 | -0.3 | -8
Cn1c2ccc(F)cc2c2ncn(CC3CCCO3)c(=O)c21 (stereo not given) | -7 | -2 | 23 | 6 | 12 | -5 | 2 | . | -0.6 | 3
C=CCn1c(C)c(C(C)=O)c(N2CCN(C(c3ccccc3)c3ccccc3)CC2)nc1=S | -7 | -2 | -4 | 6 | 2 | 3 | -2 | 3 | -4.6 | -5
Cc1cccc(-n2c(N)cc(=O)nc2SCC(=O)NC2CCCCC2)c1 | 1 | 2 | 10 | -20 | . | -4 | . | 2 | 0.2 | 0
CCOC(=O)c1ccccc1NC(=O)COC(=O)Cc1ccccc1F | -7 | 3 | -3 | -19 | -3 | -34 | -1 | 0 | 0.4 | -4
CCC(C(=O)OC)n1cnc2c(nnn2-c2ccccc2)c1=O (stereo not given) | 14 | 1 | . | -16 | . | -20 | 0 | 1 | 6.2 | -12
NC(=O)NC(=O)CC1S/C(=N/N=C/c2ccccc2)NC1=O (stereo not given) | 12 | 3 | -7 | -7 | -2 | -11 | 2 | -2 | 1.5 | 7
O=C(CSc1ccccn1)N1CCN(S(=O)(=O)c2ccc(Cl)cc2)CC1 | -5 | 1 | 3 | -6 | -2 | -15 | 0 | 3 | 1.8 | -4
CCOc1ccc(Nc2cc(C)nc3nc(C)nn23)cc1 | 1 | 0 | 0 | 0 | . | -7 | -1 | 5 | 0.9 | 3
COc1ccc(OCCCC(=O)N(CCC2=CCCCC2)c2c(N)n(Cc3ccccc3)c(=O)[nH]c2=O)cc1 | -11 | 4 | -9 | -1 | -3 | 24 | -5 | 3 | -5.5 | -8
O=C(CNC(=O)c1cccc(Cl)c1)Nc1ccc(F)c(F)c1F | 9 | 1 | 13 | -3 | -3 | . | -1 | -1 | 0.7 | -2

Additional records:
SMILES | PvdQ inh | HTR5A ag ctr | MITF act | HTR5A inv ag | NSD2 inh | SR-BI DiI inh | Wnt act | V-ATPase pH | CDK5 inh | dFosB act
CCO[C@H]1OC(C(=O)NCc2ccccc2)=C[C@@H](C)[C@@H]1CCCO | -11 | -2 | -2 | 4 | . | -4 | 0 | 2 | 0.0 | 2
CCOc1ccccc1NC(=O)c1csc(C)c1C | -17 | 1 | 8 | 6 | -3 | 81* | 2 | -3 | -0.3 | -6
CCO[C@@H]1OC(C(=O)O)=C[C@H](C2CCCCC2)[C@H]1CCCO | -9 | 17 | -2 | -46 | . | -5 | -1 | 5 | 0.0 | -2
Cn1nnnc1SCC(=O)Nc1nn(-c2ccccc2)nc1C(N)=O | -6 | 4 | 8 | -11 | . | -4 | -1 | 2 | 1.0 | -4
S=c1nccc(-c2cc(Cl)sc2Cl)[nH]1 | 0 | -2 | -14 | 4 | 1 | -8 | . | -1 | 0.0 | -6

A second format for part of the listing above:
Structure	PvdQ inh	HTR5A ag ctr	MITF act	HTR5A inv ag	NSD2 inh	SR-BI DiI inh	Wnt act	V-ATPase pH	CDK5 inh	dFosB act
CCO[C@@H]1OC(C(=O)O)=C[C@H](C2CCCCC2)[C@H]1CCCO	-9	17	-2	-46	.	-5	-1	5	0.0	-2
Cn1nnnc1SCC(=O)Nc1nn(-c2ccccc2)nc1C(N)=O	-6	4	8	-11	.	-4	-1	2	1.0	-4
